# High-throughput results deposited in PubChem BioAssay by National Center for Advancing Translational Sciences (NCATS).
# Sm TGR block = blocks Schistosoma mansoni thioredoxin glutathione reductase | Q962Y6 | Potency, µM (top dose mostly 114 µM), for the others: at the highest dose activity change, negative = inhibition, most hits filed as inhibitors | AID 485364 | purified TGR, DTNB reduction, TNB absorbance 405 nm | actives 3% (n = 360,000); note: potency is the fitted concentration of half-maximal effect; nearly all actives have a fitted effect of over 60% in size
#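 First, TGR (20 nM dispensed) and NADPH were mixed with compound. Second, a 15 min room-temperature incubation followed. Third, further NADPH and then DTNB were added to start the reaction. Finally, TNB absorbance was monitored kinetically.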
# FBPA Giardia inh = Giardia lamblia aldolase inhibition; actives 0.71% (n = 290,000); purified Giardia FBPA; Potency, µM (titrated, usually from 59.6 µM), for inactives: at the highest dose activity, negative = inhibition, usual class: inhibitors; note: potency is the fitted concentration of half-maximal effect; nearly all actives have a fitted effect of over 55% in size
# Target sequence (A8B2U2 whole entry, looked up): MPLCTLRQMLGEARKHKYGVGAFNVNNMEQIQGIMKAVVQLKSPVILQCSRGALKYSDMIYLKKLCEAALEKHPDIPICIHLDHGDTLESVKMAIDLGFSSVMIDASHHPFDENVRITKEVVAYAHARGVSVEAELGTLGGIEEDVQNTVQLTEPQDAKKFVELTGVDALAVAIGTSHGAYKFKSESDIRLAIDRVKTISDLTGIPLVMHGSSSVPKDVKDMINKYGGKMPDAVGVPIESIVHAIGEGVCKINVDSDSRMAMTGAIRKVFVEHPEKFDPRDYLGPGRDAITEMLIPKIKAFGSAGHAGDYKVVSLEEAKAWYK
#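 40 nM FBPA preincubated 10 min at RT with compound (up to 57.5 uM final), then substrate plus GAPDH/TPI/NAD/arsenate coupling and diaphorase/resazurin added. Fluorescence read after 20 min at RT, 525/598 nm.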
# AmpC detergent = blocks E. coli AmpC beta-lactamase in detergent assay. P00811. AmpC hydrolysis of nitrocefin, absorbance 480 nm, 0.01% Triton. Potency, µM (highest dose often 114 µM), for the others: at the highest dose activity change, negative = inhibition, most hits filed as inhibitors. actives 0.041% (n = 370,000);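 note: potency is the fitted concentration of half-maximal effect; 0% = no-compound wells and -100% = no-enzyme wells; nearly all actives have a fitted effect of over 25% in size; some results filed as inactive show a strong effect at the top dose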
# Target sequence (P00811 whole entry, looked up): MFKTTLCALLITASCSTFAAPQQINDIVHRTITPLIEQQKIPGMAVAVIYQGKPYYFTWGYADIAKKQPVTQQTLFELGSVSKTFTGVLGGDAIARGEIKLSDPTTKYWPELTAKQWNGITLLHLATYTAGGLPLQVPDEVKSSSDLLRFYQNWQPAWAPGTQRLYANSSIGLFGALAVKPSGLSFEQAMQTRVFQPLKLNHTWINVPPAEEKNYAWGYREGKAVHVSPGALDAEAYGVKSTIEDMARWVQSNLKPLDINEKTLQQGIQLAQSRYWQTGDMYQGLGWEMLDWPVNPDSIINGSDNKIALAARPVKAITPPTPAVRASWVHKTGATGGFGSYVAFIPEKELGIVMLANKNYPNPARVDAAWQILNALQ
#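 AmpC (5.3 nM in the dispensed reagent) in 20 mM phosphate pH 7.0 with 0.01% (detergent screen) or 0.0001% Triton X-100 was preincubated with compounds for 15 min at room temperature. Nitrocefin was then added from an 800 uM solution, and hydrolysis was followed at 480 nm.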
# HCV inhibitor = HCV inhibition | Huh7.5.1 HCVcc-Cre infection, luciferase reporter, 44 h | Potency, µM (titrated, usually from 41.8 µM), for the others: at the highest dose activity change, negative = inhibition, actives largely listed as inhibitors | actives 3.4% (n = 340,000) | AID 651820; note: potency is the fitted concentration of half-maximal effect
#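 After 44 h co-culture of compound, cells and HCVcc-Cre (~0.5 moi), substrate is added for 15 min at room temperature and luciferase measured over 15 sec. Cells were seeded at 1,000/well and pre-cultured 4 h.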
# HCMV inh = human cytomegalovirus inhibition | AID 1259415 | actives 4.5% (n = 410,000) | HFF cells, HCMV-luciferase reporter, 72 h; stronger effect = lower value | activity change, negative = inhibition, % at 57.5 µM; in the data active = activity change below about -60%; inconclusive = no clear call, values can overlap the other calls; inactive = above about -39%
#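 HFF cells seeded 16 h at 37C, treated with compounds, infected with luciferase-reporter HCMV at MOI 1 PFU/cell; luciferase read at 72 h post infection, normalized to buffer-only and Salinomycin controls.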
# AmpC inh no detg = AmpC beta-lactamase inhibition without detergent; AID 485341; P00811; Potency, µM (doses to about 57.1 µM), inactives show top-dose activity change, negative = inhibition, usual class: inhibitors; actives 0.52% (n = 330,000); AmpC nitrocefin hydrolysis, absorbance 480 nm, 0.0001% Triton;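 note: potency is the fitted concentration of half-maximal effect; plate controls were no compound for no effect and no enzyme for full effect; nearly all actives have a fitted effect of over 20% in size; some results filed as inactive show a strong effect at the top dose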
#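 AmpC (5.3 nM in the dispensed reagent) in 20 mM phosphate pH 7.0 with 0.01% (detergent screen) or 0.0001% Triton X-100 was preincubated with compounds for 15 min at room temperature. Nitrocefin was then added from an 800 uM solution, and hydrolysis was followed at 480 nm.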
# An asterisk follows results filed as active; ? = inconclusive; / = not tested or not shown; & = joins results of further samples; [ ] = remark or other dose. Unless noted, calls come from the whole dose curve; as a rule, active = well fitted curve in the direction sought with a large enough effect; inconclusive = small, poorly fitted or top-dose-only effect, or another doubt; inactive = no such curve, though single readings can be large; an effect the other way counts as inactive or inconclusive. Unless noted, % is set by controls: 0 for no effect and ±100 for the full control effect.
# Letters: A = Sm TGR block; B = FBPA Giardia inh; C = AmpC detergent; D = HCV inhibitor; E = HCMV inh; F = AmpC inh no detg
1) C=C1C(C(=O)Nc2cccc(OC)c2)C1C(=O)Nc1cccc(OC)c1 (stereo not drawn)
  A: -8%	B: 4%	C: 3%	D: 2%	E: -17	F: -41%

2) Cc1ccccc1Cn1cc(NC(=O)c2noc(C(C)C)c2[N+](=O)[O-])cn1
  A: -12%	B: /	C: -1%	D: -4%	E: 14	F: -37%

3) Cc1cc(C)c2oc(C(=O)Nc3c(C(=O)c4ccccc4)oc4ccccc34)cc(=O)c2c1
  A: 2%	B: /	C: 16%	D: /	E: 16	F: /

4) Cc1ccccc1NS(=O)(=O)c1ccc2c(c1)NC(=O)CCS2
  A: -4%&2%	B: /	C: -2%&2%	D: -15%	E: -28&-3	F: -32%

5) CCN(C[C@H]1N[C@@](Cc2ccccc2)(C(=O)OC)[C@H]2C(=O)N(Cc3ccccc3)C(=O)[C@@H]12)S(=O)(=O)c1ccc(C)cc1
  A: /	B: /	C: /	D: 7.1µM*	E: -11	F: -32%

6) CC(C)CCNC(=O)NC(=O)CSc1nnc(COc2ccccc2Cl)o1
  A: -8%	B: -4%	C: -5%	D: -3%&22%	E: 5	F: -19%

7) CCCCNc1nc2c(-c3ccccc3)nnn2c2ccccc12
  A: -2%	B: 12%	C: -2%	D: -24%	E: 0	F: -11%

8) CCN(CC)CCN(C(=O)CCS(=O)(=O)c1ccccc1)c1nc2cc3c(cc2s1)OCO3
  A: 8.9µM*	B: -20%	C: 1%	D: 2%	E: 24	F: 21%

9) O=c1cc(N2CCN(Cc3ccccc3)CC2)[nH]c(=O)n1-c1ccc(Br)cc1
  A: ?	B: -9%	C: ?	D: 17%	E: 59	F: -3%

10) Cc1ccc(S(=O)(=O)NCCC(=O)NCc2ccco2)cc1
  A: 0%	B: 4%	C: -13%	D: 16%	E: -12	F: -14%

11) O=C(Nc1ccc(NC(=O)C2CC2)cn1)c1ccccc1
  A: 4%	B: -4%	C: -3%	D: 10%	E: 97	F: -15%

12) Cc1ccc(C(=O)O)cc1S(=O)(=O)N1CCSCC1
  A: -29%	B: 0%	C: -15%	D: 14%	E: 0	F: -14%

13) Cc1cc(C(=O)OCC(=O)N2CCN(c3ccccc3)CC2)c2ccccc2n1
  A: 0%	B: 4%	C: -5%	D: ?	E: 7	F: 86%[activator]

14) Cc1cc(C)cc(NS(=O)(=O)c2ccc3[nH]cc(C(=O)N4CCCCC4)c(=O)c3c2)c1
  A: -6%	B: /	C: 2%	D: /	E: 1	F: /

15) O=C(NCCCN1CCN(c2ccc(F)cc2)CC1)Nc1ccc(Cl)cc1
  A: -2%	B: /	C: -2%	D: /	E: -20	F: /

16) Cc1ccc(N(CC(=O)N2CCCC2)S(C)(=O)=O)cc1C
  A: 1%	B: 4%	C: 4%	D: 13%	E: 65	F: -8%

17) Cc1cccc(N2C(=O)CC(NNc3nc4ccccc4s3)C2=O)c1 (stereo not drawn)
  A: -8%	B: -2%	C: -5%	D: -21%	E: -24	F: -49%

18) Cc1cccc(NC(=O)c2ccccc2OCC(=O)c2ccccc2)c1
  A: -1%	B: 0%	C: ?	D: ?	E: ?	F: -15%

19) CNS(=O)(=O)c1cc(S(=O)(=O)NC)c2cccc3c2c1NC3=O
  A: ?	B: -12%	C: 1%	D: -4%	E: -21	F: -1%

20) COc1ccc(NC(=O)C2CCCN(S(=O)(=O)c3ccc4c(c3)oc(=O)n4C)C2)cc1OC (stereo not drawn)
  A: 2%	B: -3%	C: -16%	D: 9%	E: -3	F: 7%

21) Cc1ccc(COc2cccc3c2CCN(Cc2ccc(F)cc2)C3=O)cc1
  A: -1%	B: -2%	C: -8%	D: ?	E: ?	F: -40%

22) Cc1ccc(C)c(C(=O)CCC(=O)NNC(=O)Cn2nc(C)cc2C)c1
  A: -9%	B: /	C: ?	D: 5%	E: 5	F: -11%

23) CN(C)S(=O)(=O)c1ccc(N2CCCC2)c(C(=O)NNC(=O)c2ccc(F)cc2)c1
  A: -5%	B: /	C: -9%	D: 13%	E: -13	F: -25%

24) COc1ccc(OC)c(S(=O)(=O)NC2CCSc3ccccc32)c1 (stereo not drawn)
  A: -3%	B: 5%	C: -3%	D: -16%	E: 13	F: -21%

25) COc1cc2c(cc1OC)C(C(=O)N1CCOCC1)C(c1cccs1)N(C)C2=O (stereo not drawn)
  A: -12%	B: 3%	C: -14%	D: 3%	E: -7	F: -14%

# Reprinted at random: 2 entries already listed, in no set order.
# Letters: A = Sm TGR block; B = FBPA Giardia inh; C = AmpC detergent; D = HCV inhibitor; E = HCMV inh; F = AmpC inh no detg
24) COc1ccc(OC)c(S(=O)(=O)NC2CCSc3ccccc32)c1 (stereo not drawn)
  A: -3%	B: 5%	C: -3%	D: -16%	E: 13	F: -21%

7) CCCCNc1nc2c(-c3ccccc3)nnn2c2ccccc12
  A: -2%	B: 12%	C: -2%	D: -24%	E: 0	F: -11%

# Other structures follow.
# Letters: A = Sm TGR block; B = FBPA Giardia inh; C = AmpC detergent; D = HCV inhibitor; E = HCMV inh; F = AmpC inh no detg
26) CCOc1ccc(NC(=O)COC(=O)c2cc([N+](=O)[O-])ccc2N2CCOCC2)cc1
  A: 0%	B: /	C: 2%	D: ?	E: -25	F: -5%

27) O=C(Nc1ccccc1)c1ccc(N2CCN(c3ccccn3)CC2)c(S(=O)(=O)N2CCOCC2)c1
  A: 1%	B: -6%	C: 5%	D: -7%	E: -27	F: 59%

28) Cc1noc(C)c1S(=O)(=O)Nc1ccc(C(=O)N2CCN(c3ccc(F)cc3)CC2)cc1
  A: 9%	B: 22%	C: 7%	D: 21%	E: -13	F: 42%

29) Cc1ccc(S(=O)(=O)N2CCN(C(=O)c3cccs3)CC2)cc1
  A: -1%[57.1 µM]	B: 3%	C: -3%	D: -4%	E: -12	F: -11%

30) O=C(CSc1nc(-c2ccco2)cc(C(F)(F)F)n1)Nc1cccnc1
  A: -6%	B: 5%	C: -5%	D: ?	E: ?	F: -2%

31) CCN(CC)C(=O)NC1CC(=O)N(c2ccc(OC)cc2)C1 (stereo not drawn)
  A: -2%	B: 2%	C: -2%	D: 2%	E: 2	F: -8%

32) Cc1c(C)c2ccc(OC(C)C(=O)NC3CCN(Cc4ccccc4)CC3)cc2oc1=O (stereo not drawn)
  A: -24%	B: /	C: 1%	D: ?	E: 46	F: 76%[activator]

# Structural class: those above with four or more nitrogen atoms
# Letters: A = Sm TGR block; B = FBPA Giardia inh; C = AmpC detergent; D = HCV inhibitor; E = HCMV inh; F = AmpC inh no detg
2) Cc1ccccc1Cn1cc(NC(=O)c2noc(C(C)C)c2[N+](=O)[O-])cn1
  A: -12%	B: /	C: -1%	D: -4%	E: 14	F: -37%

6) CC(C)CCNC(=O)NC(=O)CSc1nnc(COc2ccccc2Cl)o1
  A: -8%	B: -4%	C: -5%	D: -3%&22%	E: 5	F: -19%

7) CCCCNc1nc2c(-c3ccccc3)nnn2c2ccccc12
  A: -2%	B: 12%	C: -2%	D: -24%	E: 0	F: -11%

9) O=c1cc(N2CCN(Cc3ccccc3)CC2)[nH]c(=O)n1-c1ccc(Br)cc1
  A: ?	B: -9%	C: ?	D: 17%	E: 59	F: -3%

15) O=C(NCCCN1CCN(c2ccc(F)cc2)CC1)Nc1ccc(Cl)cc1
  A: -2%	B: /	C: -2%	D: /	E: -20	F: /

17) Cc1cccc(N2C(=O)CC(NNc3nc4ccccc4s3)C2=O)c1 (stereo not drawn)
  A: -8%	B: -2%	C: -5%	D: -21%	E: -24	F: -49%

22) Cc1ccc(C)c(C(=O)CCC(=O)NNC(=O)Cn2nc(C)cc2C)c1
  A: -9%	B: /	C: ?	D: 5%	E: 5	F: -11%

23) CN(C)S(=O)(=O)c1ccc(N2CCCC2)c(C(=O)NNC(=O)c2ccc(F)cc2)c1
  A: -5%	B: /	C: -9%	D: 13%	E: -13	F: -25%

27) O=C(Nc1ccccc1)c1ccc(N2CCN(c3ccccn3)CC2)c(S(=O)(=O)N2CCOCC2)c1
  A: 1%	B: -6%	C: 5%	D: -7%	E: -27	F: 59%

28) Cc1noc(C)c1S(=O)(=O)Nc1ccc(C(=O)N2CCN(c3ccc(F)cc3)CC2)cc1
  A: 9%	B: 22%	C: 7%	D: 21%	E: -13	F: 42%

30) O=C(CSc1nc(-c2ccco2)cc(C(F)(F)F)n1)Nc1cccnc1
  A: -6%	B: 5%	C: -5%	D: ?	E: ?	F: -2%
